Source: PubChem BioAssay (Broad Institute)
S100A4 MyoIIA: S100A4-myosin IIA interaction inhibition; S100A4/TAMRA-MyoIIA peptide fluorescence polarization; inhibition, % at 10.7 µM; 0.14% of 360,000 active;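 active = mean inhibition of at least 70% across replicates, with every replicate also reaching that level; inconclusive = mean inhibition reaches 70% but some replicates fall short; inactive = mean inhibition below 70%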
Target sequence (P26447 whole entry, looked up): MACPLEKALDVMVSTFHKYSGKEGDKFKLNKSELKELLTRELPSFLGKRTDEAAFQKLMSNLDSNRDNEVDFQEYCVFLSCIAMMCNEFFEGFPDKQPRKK
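assay system = human S100A4 monomer with TAMRA-labelled myosin IIA peptide | also added = labelled myosin peptide probe, 5 nM | incubation = 5 min between mix addition and reading | control set = DMSO and TFP controls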
E-sel inducer: induces E-selectin expression in human endothelial cells; HUVEC E-selectin immunofluorescence imaging; normalized: neutral wells 0, TNF-alpha wells 100; activation, % at 7.58 µM; 0.37% of 260,000 active;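 active = mean E-selectin-positive cell signal at least 10% of the positive control, reached in at least 60% of replicates, without over 20% cell loss; inconclusive = no rule given, readout overlaps actives, possibly toxicity-flagged; inactive = the rest, including those meeting only one limit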;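 also: in these data hits start at about 27%; measured in HUVEC primary endothelial cells; signal is the percent of cells scored E-selectin positive by PE staining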
Target sequence (P16581 whole entry, looked up): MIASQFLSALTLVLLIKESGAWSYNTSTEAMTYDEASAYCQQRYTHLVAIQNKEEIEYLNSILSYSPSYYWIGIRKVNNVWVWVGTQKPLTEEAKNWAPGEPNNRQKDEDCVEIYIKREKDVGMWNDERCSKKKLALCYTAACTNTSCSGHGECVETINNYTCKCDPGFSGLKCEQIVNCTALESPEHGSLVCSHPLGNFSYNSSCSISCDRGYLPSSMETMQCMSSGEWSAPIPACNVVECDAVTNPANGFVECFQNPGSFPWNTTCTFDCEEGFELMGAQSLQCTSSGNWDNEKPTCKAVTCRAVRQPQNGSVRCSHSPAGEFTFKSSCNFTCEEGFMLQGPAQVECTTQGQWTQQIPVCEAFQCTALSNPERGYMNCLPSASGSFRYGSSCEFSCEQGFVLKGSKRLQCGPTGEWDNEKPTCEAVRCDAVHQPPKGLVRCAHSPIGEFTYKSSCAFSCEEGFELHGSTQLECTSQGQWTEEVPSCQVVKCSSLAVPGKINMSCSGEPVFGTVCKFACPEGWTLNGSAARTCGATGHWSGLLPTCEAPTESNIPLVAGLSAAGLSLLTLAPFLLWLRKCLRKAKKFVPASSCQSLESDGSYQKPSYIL
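assay system = HUVEC, human umbilical vein endothelial cells | input = 3,000 HUVEC seeded per well | medium = EGM-2 growth medium on 0.1% gelatin-coated wells | dosing = one compound dose added by pin transfer | signal = immunofluorescence imaging | read-out basis = % PE-positive cells | control set = TNF-alpha, DMSO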
ERp5 block: blocks human ERp5 reductase activity on insulin; Q15084; ERp5 insulin aggregation, absorbance 650 nm, 90 min; inhibition, % at 9.99 µM; 0.05% of 350,000 active; AID 651711;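 active = mean replicate inhibition above about 25%, with every replicate also reaching it, limit read from the data, passing the limit was not always enough; inconclusive = only one of those two criteria met; inactive = neither criterion met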
SIRT5 inh: inhibitors of human sirtuin-5 desuccinylase; Q9NXA8; Purified SirT5, succinyl-peptide AMC, trypsin-coupled fluorescence; inhibition, % at 15 µM; 1.1% of 330,000 active; in the data active = inhibition above about 15%; inconclusive = no clear call, values can overlap the other calls
Target sequence (Q9NXA8 whole entry, looked up): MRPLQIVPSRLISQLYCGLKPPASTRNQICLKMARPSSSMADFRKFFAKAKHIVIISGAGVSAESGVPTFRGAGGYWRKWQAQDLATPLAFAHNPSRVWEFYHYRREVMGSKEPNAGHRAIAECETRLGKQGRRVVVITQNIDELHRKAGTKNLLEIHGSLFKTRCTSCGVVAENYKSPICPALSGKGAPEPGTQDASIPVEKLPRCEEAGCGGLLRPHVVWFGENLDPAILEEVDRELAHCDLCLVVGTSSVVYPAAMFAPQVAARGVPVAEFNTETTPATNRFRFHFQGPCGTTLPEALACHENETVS
Statin myotox sup: suppression of simvastatin myotoxicity; C2C12 myotubes + simvastatin, ATP luminescence, 48 h; scaled: DMSO 0, geranylgeraniol control 100; rescue of ATP level, % at 7.49 µM; 0.78% of 330,000 active; AID 602340;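 active = mean ATP rescue above about 67%, or every replicate alone reaching that limit, limit read from the data, passing the limit was not always enough; inconclusive = no clear call, values can overlap the other calls; inactive = mean under the limit and some replicate under it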;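 also: myotubes were challenged with 10 µM simvastatin during compound exposure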
PglD DTNB: inhibitors of Campylobacter jejuni PglD acetyltransferase. purified PglD enzyme, DTNB colorimetric CoA detection. inhibition, % at 12.5 µM. 0.098% of 360,000 active; in the data active = inhibition above about 16%, passing the limit was not always enough; inconclusive = no clear call, values can overlap the other calls; also: strong numbers were not always called active
DENV2 CPE: DENV2-induced cell death inhibition. DENV2-infected cells, cytopathic effect rescue, plate reader. CPE inhibition, % at 9.99 µM. 1.7% of 350,000 active. AID 651640; in the data active = CPE inhibition above about 20%, passing the limit was not always enough; inconclusive = no clear call, values can overlap the other calls; tested in BHK-21 cells;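 also: 0% = median of neutral control wells and 100% = median of positive control wells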
* = called active by the depositor; ? = inconclusive; nt = no result given; & = joins results of further samples. This is a subset (hit frequency here may not be typical).

SMILES | S100A4 MyoIIA | E-sel inducer | ERp5 block | SIRT5 inh | Statin myotox sup | PglD DTNB | DENV2 CPE
O=C(c1cccc(C(F)(F)F)c1)N1C[C@H]2C[C@@H](C1)c1cccc(=O)n1C2 | -3 | nt | 1 | 0 | -6 | -2 | -4
CC(C)OS(C)(=O)=O | -12 | nt | 1 | nt | 0 | 2 | 4
O=C1NC(=O)N(CC2CCCO2)C(=O)/C1=C/c1cccs1 (stereo not given) | -38 | -0.1 | 3 | -2 | 15 | nt | ?
COc1ccc(CCNCc2c(OC)ccc3ccccc23)cc1 | 0 | -0.2 | -1 | 0 | -12 | 7 | 6
COc1ccc(C[C@H]2NC[C@H](O)[C@H]2OC(C)=O)cc1 | -3 | -2.1 | -3 | -3 | 79* | 0 | -12
Cn1c(=O)c2c(ncn2CCCl)n(C)c1=O | 1 | nt | 1 | nt | 7 | 4 | 8
CC(=O)Nc1ccc(C2CN(C)CC2C(=O)c2ccc(Cl)cc2)cc1 (stereo not given) | -4 | 0.1 | 0 | 2 | nt | nt | 1
CCOC(=O)CNC(=O)N1Cc2cc(-c3ccc(OC)cc3)ccc2-n2nncc2C1 | 0 | 13 | -2 | -10 | -10 | 6 | -7
CCOC(=O)[C@]12Cc3cc(OC)ccc3[C@H]1N(C(C)C)C(=O)c1cc(OC)ccc12 | -11 | 0.5 | 5 | -1 | nt | nt | -10
CC[C@H](OC(C)=O)C(C[C@H](C)N(C)C)(c1ccccc1)c1ccccc1 | 48 | nt | 1 | nt | -7 | -4 | -7
COC(=O)[C@@H]1[C@@H](CO)[C@@H]2Cn3c(ccc(C4=CCCC4)c3=O)[C@H]1N2Cc1ccccn1 | -7 | -0.1 | -6 | -4 | -1 | -1 | 118*
O=C(c1cccc(Cl)c1)C1CCCN(Cc2ccon2)C1 (stereo not given) | -3 | -0.1 | 3 | 0 | nt | nt | 0
COc1ccc(CC(C)Nc2cccc(F)c2)cc1 (stereo not given) | 35 | -0.1 | -1 | -2 | -1 | -21 | -1
CC1(C)CC(=O)C2=C(C1)NC(=O)C21C(C(=O)OC(C)(C)C)=C(N)Oc2ccc(Br)cc21 (stereo not given) | -1 | nt | 3 | 0 | 35 | 2 | nt
Cn1c(O)c(C(=Nc2ccc(F)cc2)c2ccccc2)c(=O)n(C)c1=O | -12 | 0.2 | 0 | -1 | nt | -1 | 3
CCN(CC(=O)Nc1ccc(C#N)c(Cl)c1)CC(=O)NC1CCS(=O)(=O)C1 (stereo not given) | -3 | -0.6 | 1 | 6 | -2 | 2 | -8
COC(=O)C1=CO[C@@H](C)[C@H]2CN3CC[C@]4(C(=O)Nc5ccccc54)[C@@H]3C[C@H]12 | -1 | nt | 5 | 2 | -3 | 0 | 14
COc1cccc2cc(-c3cc(=O)oc4ccc(OC(=O)N(C)C)cc34)oc12 | -7 | nt | 17 | -13 | -15 | 3 | -4
CCC(CC)NCc1c[nH]c2ccccc12 | -6 | nt | 0 | -2 | nt | nt | 3
CSc1ccccc1NP1(=O)OCC(C)([N+](=O)[O-])CO1 (stereo not given) | -16 | 0.0 | -5 | -5 | nt | nt | 4
COC(=O)C1=C(c2cc3ccccc3o2)C[C@@H]2CC[C@H]1N2C(=O)N1CCOCC1 | -9 | 1.0 | 0 | nt | -45 | 7 | ?
CC(C)OC(=O)Cc1ccccc1 | -5 | nt | -1 | nt | -8 | -1 | -9
CC(=O)[C@H]1CC[C@H]2[C@@H]3CC[C@H]4C[C@H](O)CC[C@]4(C)[C@H]3C(=O)C[C@]12C | 0&-2 | 0.7 | 2 | 6 | 1 | -4&-2 | -10
Cc1ccc(S(=O)(=O)N(C)N=O)cc1 | -3 | 2.8 | 2 | -4 | -2 | 1 | 9
COc1cccc(C(=O)C2CCCN(Cc3ccccn3)C2)c1 (stereo not given) | 30 | nt | 2 | 0 | nt | nt | 8

The closing 3 records of the part before lead into the next:
SMILES | S100A4 MyoIIA | E-sel inducer | ERp5 block | SIRT5 inh | Statin myotox sup | PglD DTNB | DENV2 CPE
CC(=O)[C@H]1CC[C@H]2[C@@H]3CC[C@H]4C[C@H](O)CC[C@]4(C)[C@H]3C(=O)C[C@]12C | 0&-2 | 0.7 | 2 | 6 | 1 | -4&-2 | -10
Cc1ccc(S(=O)(=O)N(C)N=O)cc1 | -3 | 2.8 | 2 | -4 | -2 | 1 | 9
COc1cccc(C(=O)C2CCCN(Cc3ccccn3)C2)c1 (stereo not given) | 30 | nt | 2 | 0 | nt | nt | 8
Cc1cccc(NC(=O)COC(=O)c2cc(C)n(C3CC3)c2C)c1 | -4 | nt | 3 | -2 | -3 | -3 | ?
COC(=O)C1=C(c2cc3ccccc3s2)C[C@@H]2CC[C@H]1N2C(=O)NCC1CC1 | 3 | 0.0 | -8 | 2 | -9 | 5 | 20
COc1ccc(C(c2nnnn2Cc2ccccc2)N2CCC3(CC2)C(=O)NCN3c2ccccc2)cc1 (stereo not given) | -2 | -0.6 | -5 | nt | 8 | -6 | 0
COC(=O)C1=C(c2c(C)noc2C)C[C@@H]2CC[C@H]1N2C(=O)N1CCC(O)(c2ccc(Cl)cc2)CC1 | -6 | 1.1 | -2 | nt | 4 | -6 | ?
COC(=O)[C@H]1[C@H](CO)[C@H]2Cn3c(ccc(C4=CCCCC4)c3=O)[C@@H]1N2CC1CC1 | 3 | -0.1 | -1 | 4 | -15 | 4 | 0
C/C=C/c1ccc([C@H]2[C@H]3CN(C(=O)Cc4cccnc4)CCCCN3[C@H]2CO)cc1 | 1 | 0.1 | 2 | 3 | 0 | 2 | -3
O=C(NN=Cc1ccc(N(CCCl)CCCl)cc1)c1cccc([N+](=O)[O-])c1 | -1 | 0.3 | 3 | 0 | nt | nt | -2
COc1ccc2c3c1OC1C(O)C=CC4C(C2)[N+](C)(C)CCC341 (stereo not given) | -8 | -1.7 | 4 | 0 | 6 | 0 | -2
O=C1c2ccccc2C2(c3ccc(Cl)cc3)NCCN12 (stereo not given) | -5 | nt | 0 | 1 | nt | -4 | nt
COc1ccc(-n2c(/C=C/c3ccc(O)c(O)c3)nc3ccccc3c2=O)cc1 | -4 | nt | 3 | 4 | 3 | -15 | -5
CCCCn1nnnc1C(CCSC)N1CCC2(CC1)C(=O)NCN2c1ccccc1 (stereo not given) | -4 | 0.3 | 2 | 1 | -1 | -4 | -5
CCOS(C)(=O)=O | 21 | nt | -6 | nt | 1 | 5 | 48*
S=C(NCCc1ccccc1)N1Cc2cc(Br)ccc2-n2nncc2C1 | 7 | nt | -1 | 0 | 6 | 2 | 1
Clc1cccc(Cl)c1Cl | -7 | nt | 2 | nt | 9 | 0 | -6
CCCC(=O)NC(Oc1ccc(C(C)=O)cc1)C(Cl)(Cl)Cl (stereo not given) | -2 | nt | 5 | 0 | nt | nt | 3
CC(C)CN1CCN(Cc2ccc(C(F)(F)F)cc2)CC1CCO (stereo not given) | -3 | -0.1 | -10 | -2 | -7 | 0 | 4
COc1ccc(OC(=O)N(C)C[C@@H]2OCc3ccccc3-c3c(n(C)c4ccccc34)C(=O)N([C@H](C)CO)C[C@H]2C)cc1 | 6 | -0.2 | 4 | 1 | nt | nt | 2
O=C(N/N=C/c1c(O)n(C2CC2)c(=S)[nH]c1=O)c1ccccc1Cl | 13 | nt | 0 | 5 | 13 | 0 | -2
COc1ccc(OC)c(N2Cc3ccccc3C2=N)c1 | 2 | nt | ? | -3 | 1 | nt | -15
O=C1/C(=C\c2ccncc2)N2CCC1CC2 | -4 | nt | 4 | -2 | nt | 5 | 0
CCCCn1c(O)c(/C=N/NC(=O)c2ccncc2)c(=O)[nH]c1=O | 6 | 0.0 | 4 | 3 | nt | -5 | 1
COC1=CC23CCCN2CCc2cc4c(cc2C3C1O)OCO4 (stereo not given) | -1 | nt | 7 | -1 | 16 | -4 | -3
Cc1ccc(NC(=O)CN2C(=O)CN=C(c3ccccc3)c3cc(Cl)ccc32)cc1 | 0 | 0.1 | 4 | -4 | 31 | 1 | 2
Nc1ccc([N+](=O)[O-])cc1 | -7 | nt | 0 | nt | 3 | -2 | 4
CCOC(=O)CNC(=O)N1Cc2cc(Br)ccc2-n2nncc2C1 | -3 | 0.1 | 15 | 1 | nt | nt | ?

Next part
SMILES | S100A4 MyoIIA | E-sel inducer | ERp5 block | SIRT5 inh | Statin myotox sup | PglD DTNB | DENV2 CPE
N#Cc1cccc(-c2ccc([C@H]3[C@H](CO)N4CCCCN(C(=O)Cc5ccccc5)C[C@@H]34)cc2)c1 | -3 | -0.7 | 0 | -10 | nt | -1 | 4
Fc1ccccc1CNCCc1c[nH]c2ccccc12 | -5 | -0.1 | 2 | -2 | 9 | 8 | 32*
CCOC(=O)C1CCN(/C=C2/C(=O)NC(=O)N(Cc3ccco3)C2=O)CC1 | -4 | nt | -6 | -1 | 2 | 0 | nt
Cc1cc(=O)[nH]c(CCl)n1 | -3 | nt | -1 | -2 | nt | nt | 1
CC1(O)CCC2C3CCC4=CC(=O)CCC4(C)C34OC4CC21C (stereo not given) | 2 | -0.1 | 1 | nt | -3 | 4 | -2
O=C(COC(=O)Cc1ccccc1)Nc1cc(S(=O)(=O)N2CCOCC2)ccc1N1CCCC1 | -4 | nt | -5 | nt | nt | 6 | -4
N[C@@H]1C[C@H]1c1ccccc1 | -1 | 0.2 | -3 | 10 | 3 | -4 | 15
Nc1c2c(nc3sc4c(c13)CCCC4)CCCC2 | 4 | nt | -16 | -8 | 6 | -1 | -4
COC(=O)C1=C(c2cc3ccccc3s2)C[C@@H]2CC[C@H]1N2C | -1 | 0.2 | -3 | nt | 13 | 5 | -13
COC(=O)C1=C(c2cc3ccccc3s2)C[C@@H]2CC[C@H]1N2C(=O)N1CCOCC1 | 3 | 0.2 | -6 | -7 | -38 | 5 | 10
COc1cccc2c1N=C1CCCC3CN(C(C)=O)CCC123 (stereo not given) | 10 | -0.2 | -1 | nt | -4 | -7 | 2
CCN1C(=O)CC(=O)N(CC)C1=S | -31 | -0.7 | -2 | nt | nt | 1 | ?
CCOc1cc2c(cc1OCC)-n1cccc1C(c1cccc(F)c1F)NC2 (stereo not given) | 4 | nt | 2 | -2 | -5 | 3 | 3
Cc1cc(=O)oc2c(C)c(OCC(=O)N3CCN(Cc4ccc5c(c4)OCO5)CC3)ccc12 | 14 | 0.1 | nt | -4 | -9 | -10 | 11
CN(C)C(Cc1ccc(C#N)cc1)C(=O)c1ccccc1 (stereo not given) | 0 | -0.7 | 2 | 0 | nt | -12 | 2
COc1ccccc1CCNC1CCC(C(C)(C)C)CC1 (stereo not given) | 4 | nt | 0 | -4 | -32 | -1 | ?
COC(=O)C1=C(c2cc3ccccc3s2)C[C@@H]2CC[C@H]1N2C(=O)NC1CCCCC1 | -3 | 0.0 | 2 | 0 | 2 | -1 | -6
N#Cc1cccc(-c2ccc([C@@H]3[C@H]4CN(C(=O)Cc5ccccc5)CCCCN4[C@H]3CO)cc2)c1 | 9 | -0.6 | -2 | -1 | nt | 1 | 1
COC(=O)C1=C(c2cccc(C#N)c2)C[C@@H]2CC[C@H]1N2C(=O)N1CCC(C)CC1 | -1 | 0.4 | -3 | 0 | -7 | -98 | 6
COc1cccc(C(c2nnnn2-c2ccc3c(c2)OCCO3)N2CCC(n3c(=O)[nH]c4ccccc43)CC2)c1OC (stereo not given) | 8 | 1.9 | 8 | 1 | -28 | -1 | 14
COc1ccc(CNC(C)Cc2cccs2)cc1 (stereo not given) | -3 | 2.9 | 0 | -4 | nt | nt | nt
CC1(C)CN=C(Nc2ccc(F)c(Cl)c2)S1 | -4 | nt | 0 | 2 | nt | nt | -3
CCC(=NCc1ccco1)c1c(O)n(-c2ccccc2C)c(=O)[nH]c1=O | -3 | 0.7 | -1 | 5 | nt | 2 | 0
Cc1nc2ccccc2c(=O)n1-c1ccc([N+](=O)[O-])cc1 | 1 | nt | 1 | 3 | 2 | 1 | 2
